TrxR1 substrate = rat thioredoxin reductase 1 substrate activity | O89049 | purified TrxR1 substrate turnover, NADPH consumption readout | Potency, µM (top dose mostly 114 µM), without a hit: at the highest dose activity change, negative = substrate turnover | 0.01% of 390,000 active | AID 588456; also: potency is read from the fitted curve at half-maximal effect; % is scaled to controls: 0 for no effect and ±100 for the full control effect; nearly all actives have a fitted effect of over 50% in size
Target sequence (O89049 whole entry, looked up): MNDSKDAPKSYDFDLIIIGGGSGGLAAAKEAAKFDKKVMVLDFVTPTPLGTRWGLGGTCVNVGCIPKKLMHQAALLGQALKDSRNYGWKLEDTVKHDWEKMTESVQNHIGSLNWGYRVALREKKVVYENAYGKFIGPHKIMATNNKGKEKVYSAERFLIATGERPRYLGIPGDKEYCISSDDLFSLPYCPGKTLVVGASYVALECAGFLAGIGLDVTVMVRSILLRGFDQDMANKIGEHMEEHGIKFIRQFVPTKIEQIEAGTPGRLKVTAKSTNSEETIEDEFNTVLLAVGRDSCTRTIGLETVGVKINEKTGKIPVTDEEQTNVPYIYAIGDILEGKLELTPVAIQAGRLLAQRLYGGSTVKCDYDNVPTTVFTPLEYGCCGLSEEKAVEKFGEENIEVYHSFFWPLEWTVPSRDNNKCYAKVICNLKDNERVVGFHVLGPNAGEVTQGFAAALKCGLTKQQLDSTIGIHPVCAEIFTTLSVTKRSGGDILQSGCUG
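Rat TrxR1, dispensed at 90 nM, was prereduced with 400 uM NADPH (final) for 5 min at ~22 deg C, then incubated with compound 15 min before 400 uM selenite. A first-read NADPH fluorescence drop versus no-compound background flagged substrates.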
mIDH1 inhibitor = inhibitors of human mutant IDH1 R132H; IDH1-R132H enzyme, NADPH consumption, diaphorase/resazurin fluorescence; Potency, µM (top dose mostly 76.6 µM), inactives show at the highest dose activity change, negative = inhibition, usual class: inhibitors; 0.093% of 390,000 active; AID 602179; also: potency is read from the fitted curve at half-maximal effect; % is scaled to controls: 0 for no effect and ±100 for the full control effect; nearly all actives have a fitted effect of over 65% in size
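IDH1-R132H (0.5 ug/mL) preincubated 30 min with compound, then NADPH (0.016 mM) and alpha-KG (2 mM) added; 80 min at RT, pH 7.5. Remaining NADPH coupled via diaphorase/resazurin to fluorescence (540/590 nm); concentration-response curves normalized to no-enzyme control.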
PI4K2A block = inhibitors of human PI4K2A; purified PI4K2A, ADP-Glo luminescence, 1 h; hits give low values; activity change, negative = inhibition, % at 76.9 µM; 0.13% of 420,000 active; AID 1346378; in the data active = activity change below about -50%; inconclusive = mostly about -30% to -49%;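 also: -100% = wells without enzyme as full effect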
Target sequence (Q9BTU6 whole entry, looked up): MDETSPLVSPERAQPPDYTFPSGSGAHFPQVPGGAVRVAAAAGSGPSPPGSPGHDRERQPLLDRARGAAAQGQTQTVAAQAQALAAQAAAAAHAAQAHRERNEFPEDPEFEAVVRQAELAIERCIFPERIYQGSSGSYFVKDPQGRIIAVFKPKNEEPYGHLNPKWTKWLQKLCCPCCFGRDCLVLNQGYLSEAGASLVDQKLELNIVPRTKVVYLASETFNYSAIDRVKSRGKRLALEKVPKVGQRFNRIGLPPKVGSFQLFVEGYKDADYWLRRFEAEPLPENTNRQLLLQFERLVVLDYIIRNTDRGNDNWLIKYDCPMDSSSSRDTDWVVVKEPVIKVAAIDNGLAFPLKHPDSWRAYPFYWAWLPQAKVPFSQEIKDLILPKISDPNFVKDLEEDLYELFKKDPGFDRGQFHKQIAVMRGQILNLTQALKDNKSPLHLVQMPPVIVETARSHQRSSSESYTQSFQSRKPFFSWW
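Compounds are screened against recombinant PI4K2A using PI as substrate and ATP, the latter dispensed at 300 microM. Reactions run one hour at ambient temperature before ADP-Glo detection; full inhibition defined by wells lacking enzyme.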
RXFP1 ag = activates the human relaxin receptor RXFP1; HEK293T-RXFP1 cAMP TR-FRET, 30 min; response scale: percent of porcine relaxin response, buffer zero; Q9HBX9; Potency, µM (titrated, usually from 57.5 µM), for inactives: at the highest dose activation, usual class: activators; 0.3% of 370,000 active; also: potency is read from the fitted curve at half-maximal effect; % is scaled to controls: 0 for no effect and ±100 for the full control effect; nearly all actives have a fitted effect of over 60% in size; many of its hits are not listed in these tables
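HEK293T cells stably expressing RXFP1 were pretreated with the PDE4 inhibitor Ro 20174, exposed to compounds for 30 min at 37C, lysed, and cAMP was read by TR-FRET. Data normalized to buffer (basal) and 29 nM porcine relaxin (100%).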
Vif-A3G inh = Vif-A3G binding inhibition; AID 602310; HeLa A3G-eYFP + Vif (tagged APOBEC3G with the HIV-1 protein that degrades it), YFP fluorescence, overnight; Q9HC16; Potency, µM (top dose mostly 46.1 µM), for inactives: at the highest dose activity, negative = active, usual class: inhibitors; 0.076% of 410,000 active;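 also: potency is read from the fitted curve at half-maximal effect; % is scaled to controls: 0 for no effect and ±100 for the full control effect; nearly all actives have a fitted effect of over 60% in size; hits raise eYFP signal because A3G escapes Vif-driven loss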
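HeLa cells stably expressing Vif and C-terminally eYFP-tagged A3G, seeded overnight at 37 deg C, then exposed to compound by pintool overnight at 37 deg C. Rise in yellow fluorescence (Ex 488/Em 500-530, Acumen) marks blocked Vif-driven A3G degradation.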
GRP78 ERSR act = inducers of ER stress response in human glioma cells; U87-MG GRP78 promoter luciferase reporter, 16 h; Potency, µM, for the others: at the top dose activation, hits mostly activators; 0.02% of 420,000 active; AID 602332; also: potency is read from the fitted curve at half-maximal effect; series mostly up to about 76 µM; % of control where 0% means no effect; nearly all actives have a fitted effect of over 35% in size
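Stably transfected U87-MG human glioma cells carrying a GRP78-based luminescent sensor were seeded at 1000 cells/well, pin-dosed with compounds and incubated 16 h. Luciferase reagent was then added, and end-point luminescence was read after 10 min at room temperature.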
Vif-APOBEC3F blk = Vif-A3F binding inhibition; AID 602313; HeLa A3F-eYFP + Vif (tagged APOBEC3F with the HIV-1 protein that degrades it), YFP fluorescence increase; Potency, µM (top dose mostly 46.1 µM), without a hit: at the top dose activity, negative = active; 0.2% of 390,000 active; also: potency is read from the fitted curve at half-maximal effect; % of control where 0% means no effect; nearly all actives have a fitted effect of over 65% in size
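HeLa cells stably expressing A3F-eYFP plus Vif, plated and incubated overnight at 37 deg C, then exposed to compounds overnight at 37 deg C. Blocked degradation read as raised yellow fluorescence (Ex 488/Em 500-530).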
LDHA inh = LDHA (human) enzyme inhibition; purified LDHA, NADH/diaphorase-resazurin fluorescence; hits give low values; activity change, % (values are at about 110 or 230 µM); 0.15% of 480,000 active; in the data active = activity change below about -30%; inconclusive = mostly about -25% to -30%;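 also: plate controls were DMSO wells for no effect and wells without enzyme for full effect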
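Human LDH5 at 2 nM final in Tris HCl pH 7.4 with 0.06 mM NADH and 0.2 mM pyruvate, reacted 5 minutes at room temperature. Remaining NADH coupled via diaphorase/resazurin; resorufin fluorescence read at 0 and 20 minutes, normalized to enzyme-free and DMSO wells.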
USP1-UAF1 inh = inhibitors of human USP1/UAF1 deubiquitinase; O94782; recombinant USP1/UAF1, Ub-Rhodamine cleavage fluorescence; Potency, µM (doses to about 57.1 µM), for the others: at the top dose activity change, negative = inhibition, hits mostly inhibitors; 0.23% of 390,000 active; AID 743255; also: potency is read from the fitted curve at half-maximal effect; % is scaled to controls: 0 for no effect and ±100 for the full control effect; nearly all actives have a fitted effect of over 60% in size; inactives centre near -12
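High-throughput fluorogenic screen: 1nM USP1/UAF1 complex, Ub-Rho substrate 150nM final, 50mM HEPES pH 7.8 with 0.5mM EDTA, 0.1 mg/ml BSA, 1mM TCEP and 0.01% Tween-20.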
Active calls of the source: *; ? = inconclusive; . = no result given; & = joins results of further samples; [ ] = dose if it differs, or a comment. Unless noted, calls follow the shape of the dose curve; as a rule, active = well fitted curve in the direction sought with a large enough effect; inconclusive = small, poorly fitted or top-dose-only effect, or another doubt; inactive = no such curve, though single readings can be large; an effect the other way counts as inactive or inconclusive. Only part of the results is shown, so the mix of outcomes need not match the whole.

Compound,GRP78 ERSR act,LDHA inh,TrxR1 substrate,RXFP1 ag,Vif-APOBEC3F blk,USP1-UAF1 inh,Vif-A3G inh,PI4K2A block,mIDH1 inhibitor
CCOC(=O)c1ccc(NC(=O)c2oc3ccc4c(c3c2C)C(=O)CC(C)(CC)O4)cc1 (stereo not drawn),-7%,-6,-4%,-0.9%,4%,-20%,3%,-4,7%
CCC(C)NC(=O)c1c(-c2ccccc2)c(-c2ccccc2)nn(C)c1=O (stereo not drawn),-3%,6,15%,3.0%,1%,6%,0%,0,2%
CN(C)Cc1c(O)ccc2ccccc12,-1%,5,16%,3.1%,2%,-18%,-2%,6,2%
CCC(=O)Nc1c(C(=O)N2CCN(c3ccc(F)cc3)CC2)oc2ccccc12,-4%,-2,-7%,-5.7%,5%,-18%,2%,7,17%
CC(=O)N1C[C@@H](CO)[C@@H](N(C)C(=O)C2CCCCC2)C[C@H]1c1ccccc1,-2%,-2,.,.,.,.,-2%,-4,.
Cc1ccc(O)c(NC2=C(Cl)C(=O)N(Cc3ccccc3)C2=O)c1,0%,8,-4%,0.1%,?,-15%,-17%,-5,0%
CC(=O)c1cccc(OCC(=O)N(C)CC(=O)Nc2ccc(F)cc2)c1,-2%,-1,-3%,0.4%,2%,-17%,4%,-2,0%
O=C(O)c1ccc(C=NN=C2c3ccccc3-c3ccccc32)cc1,-4%,-22,2%[57.1 µM],.,10%,-25%,3%,4,-2%
CCCCOC(=O)c1ccc(OC(=O)c2cccnc2)cc1,1%,0,-9%,0.3%,.,-10%,0%,5,0%
COc1ccc(-c2coc3cc(O)cc(O)c3c2=O)cc1OC,5%,2,1%,8.3%,-3%,-20%,-13%,-1,6%
CSc1sc(C(=O)O)c2c1C(=O)CCC2,2%,2,5%[57.1 µM],?,5%,-4%,-5%,2,5%
C=CCN(c1ccccc1)S(=O)(=O)c1cc2c(cc1C)N(C)CCO2,-1%,-5,-2%[57.1 µM],3.7%,1%,-21%,1%,-6,-2%
CN(CC(=O)Nc1ccccc1C(F)(F)F)C(=O)c1cc([N+](=O)[O-])ccc1N1CCOCC1,-6%,-4,-7%,1.4%,8%,-19%,-5%,-4,0%
O=C(NCc1nc2ccccc2[nH]1)C1=C[C@H](c2ccccc2)C[C@H](OCCCCO)O1,3%,-3,6%,0.0%,2%,-12%,-6%,6,4%
CCOc1ccc(-n2c(SCC(N)=O)nc3c(c2=O)SCC3)cc1,-5%,-5,-11%,4.7%,5%,0%,0%,-6,4%
C[C@@H]1CN([C@H](C)CO)C(=O)c2c(c3ccccc3n2C)-c2ccccc2CO[C@H]1CN(C)Cc1ccc2c(c1)OCCN2C,-7%,2,.,.,1%,-16%,1%,6,8%
COc1ccc(C2=Nc3ccccc3NC(=O)C2N(CCc2ccccc2)C(=O)c2cccs2)cc1 (stereo not drawn),4%,-3,.,.,.,.,-6%,2,.
CC1=NN(c2ccc(F)cc2)C(=O)C1C(c1cccc(O)c1)c1c(C)[nH]n(-c2ccc(F)cc2)c1=O (stereo not drawn),?,1,-6%,-1.3%,-8%,?,-13%,-26,4%
Cc1nn(C)cc1/C=N\NC(=O)c1csc2c1CCCC2,-2%,-3,5%,-0.7%,0%,-5%,0%,-1,1%
CC(C)Oc1ccc(OCCCN2CCCCCC2)cc1,-5%,-14,-4%,3.2%,.,-14%,-2%,6,1%
Cc1cccc(C(=O)Nc2ccc(O)cc2C(=O)O)c1,-1%,-2,-5%,2.4%,16%,-10%,-2%,-5,8%
Cn1c2c(c(=O)c3ccccc31)CCC(C)(C)O2,-3%,-13,0%,0.7%,5%,-17%,1%,4,4%
COc1ccccc1C(=O)NC(CCSC)C(=O)N1CCC(Cc2ccccc2)CC1 (stereo not drawn),-2%,-13,-3%,-0.9%,2%,-4%,0%,1,1%
CCC1=NN(C(=O)Cc2ccc(OC)c(OC)c2)C(O)(C(F)(F)F)C1 (stereo not drawn),-5%,-6,4%,0.9%,2%,-12%,0%,5,3%
CSc1ccc(OC2(C)CCN(Cc3ccccc3)C2)cc1 (stereo not drawn),-3%,-6,.,.,.,.,1%,-1,.
CCc1noc(C)c1C(=O)N(CC)CC(=O)Nc1ccccc1C(F)(F)F,-4%,3,6%,1.7%,6%,-7%,-6%,-2,3%
CCOc1ccc(S(=O)(=O)/N=C(/Nc2ccc(OC)cc2)c2ccccc2)cc1,4%,3,0%,-3.3%,-15%,-4%,-3%,-1,3%
O=c1oc2ccccc2cc1-c1nnc(NCc2ccco2)s1,-2%,-7,2%,16%,-2%,-11%,-9%,-11,0%
CCc1ccc(N2CC(c3nc4ccccc4n3Cc3ccccc3C)CC2=O)cc1 (stereo not drawn),0%,2,2%,-3.9%,-14%,-29%,-2%,-2,-1%
O=C1C2CC3N1CCC31c3ccccc3-n3c1c2ccc3=O (stereo not drawn),-3%,-2,23%[57.1 µM],.,2%,-15%,2%,4,0%
Cc1cc(C)n(C(=O)CNc2cccc(Cl)c2C)n1,1%,0,-1%,-0.2%,.,-3%,1%,1,1%
CC(=O)Nc1cc(C(F)(F)F)ccc1OCC1CCCO1 (stereo not drawn),-8%,-5,-9%,-0.1%,-6%,-10%,-6%,0,-2%
CC1(C)CC(=O)C2=C(C1)N(CC1CCCO1)C(=O)C2(O)C(F)(F)F (stereo not drawn),-4%,-11,-6%,1.0%,-3%,-16%,0%,3,5%
Cc1ccnc(NC(=O)c2ccc(NC(=O)c3ccco3)cc2)c1,-2%,-5,5%[57.1 µM],3.5%,0%,-18%,0%,8,3%
COc1cccc(C(=O)Oc2ccc3ccc(=O)oc3c2)c1,-5%,0,39%[activator],4.9%,-13%,-19%,-1%,4,19%
Cc1ccc(C(=O)c2oc3ccccc3c2NC(=O)COc2ccc(Cl)c(C)c2)cc1,-5%,1,7%,2.6%,1%,9%,3%,-6,-5%
CC(NC(=S)NC1CCCCC1)C(c1ccccc1)N1CCOCC1 (stereo not drawn),-1%,-10,5%,-0.2%,-1%,-18%,-3%,-3,-4%
COc1ccc(CN2C(=O)CC(Cc3cc(C)cc(C)c3)C2=O)cc1OC (stereo not drawn),-1%,-9,-2%,-0.9%,3%,-23%,-7%,-2,3%
CCOc1ccc(NS(=O)(=O)c2cc(OC)ccc2OC)cc1,-2%,-7,0%[57.1 µM],-0.8%,-4%,-10%,2%,-6,3%
O=C(NCc1ccccn1)c1cc(-c2ccccc2Cl)nc2ccccc12,-2%,-5,8%,-0.5%,3%,-22%,-3%,1,4%
O=C(/C=C/c1cccs1)N1CCN(c2ccc(O)cc2)CC1,5%,6,-3%,2.5%,9%,-2%,0%,-3,21%
Cc1ccc(-c2cc3nc(-c4ccccc4)cc(C(F)(F)F)n3n2)cc1,-3%,-13,5%,-1.4%,0%,?,-1%,2,-15%
COc1ccc(S(=O)(=O)N(CC(=O)O)Cc2ccccc2)cc1OC,-1%,-11,9%,2.5%,-11%,-7%,1%,-2,1%
CCCCC/C=C/C1=CC(=O)C[C@H](c2ccc(OC)cc2)C1,-1%,-3,11%[57.1 µM],-0.2%,-3%,2%,-4%,4,-4%
COc1ccccc1CNC(=O)CN(C)S(=O)(=O)c1ccc2c(c1)n(C)c(=O)c(=O)n2C,-6%,-14,-5%,13%,-22%,-24%,-5%,-6,-3%
COc1cc(C(=O)NC2(C(F)(F)F)C(=O)NC(C)=C2C#N)cc(OC)c1OC (stereo not drawn),-3%,9&-3,-2%[57.1 µM],-0.7%,6%,-24%,-1%,-2,-2%
CN1C(=O)c2ccc(NC(=O)c3cccc(N4C(=O)CCC4=O)c3)cc2C1=O,-1%,-2,90%[activator],12%,1%,-18%,1%,-4,7%
COc1ccc(CCNC(=O)Cn2nnc(C(=O)Nc3cc(C)ccc3C)c2N)cc1OC,-3%,-2,5%,2.3%,5%,-22%,0%,-3,-8%
CCC(C)NC(=O)CNC(=O)c1nn(-c2ccc(OC)cc2)c(=O)c2ccccc12 (stereo not drawn),-4%,-5,-4%,4.1%,-2%,-4%,2%,1,-7%
COc1ccc(NC(=O)CSc2c3c(nc4ccccc24)CCC3)c(OC)c1,-3%&-5%,2&10,-9%,5.0%&8.2%,2%&1%,-20%&-20%,-20%&-9%,-2&-5,-9%&5%
O=C(C1CCCN1S(=O)(=O)c1ccc(Cl)cc1)N1CCOCC1 (stereo not drawn),-1%,-15,2%,1.5%,-15%,-2%,1%,2,4%
CCOC(=O)C1=CC[C@@H](c2ccccc2)N(S(=O)(=O)c2ccc(C)cc2)[C@H]1c1ccccc1C,-2%,-6,.,.,.,.,-2%,-1,.
CCCn1c(SCC(=O)Nc2ccc3c(c2)OCCO3)n[nH]c1=O,-2%,0,-4%,1.4%,9%,-3%,2%,-2,4%

Screening results deposited in PubChem BioAssay by National Center for Advancing Translational Sciences (NCATS).
